# NSD2 block: NSD2 (human) methyltransferase inhibition. O96028. NSD2-SET H3K36me1 DELFIA fluorescence, biochemical. inhibition, % at 12.5 µM. 0.07% of 44,000 active. AID 624260; in the data active = inhibition above about 54%, passing the limit was not always enough;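 note: inhibitors reduce the monomethyl H3K36 fluorescence signal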
# Target sequence (O96028 whole entry, looked up): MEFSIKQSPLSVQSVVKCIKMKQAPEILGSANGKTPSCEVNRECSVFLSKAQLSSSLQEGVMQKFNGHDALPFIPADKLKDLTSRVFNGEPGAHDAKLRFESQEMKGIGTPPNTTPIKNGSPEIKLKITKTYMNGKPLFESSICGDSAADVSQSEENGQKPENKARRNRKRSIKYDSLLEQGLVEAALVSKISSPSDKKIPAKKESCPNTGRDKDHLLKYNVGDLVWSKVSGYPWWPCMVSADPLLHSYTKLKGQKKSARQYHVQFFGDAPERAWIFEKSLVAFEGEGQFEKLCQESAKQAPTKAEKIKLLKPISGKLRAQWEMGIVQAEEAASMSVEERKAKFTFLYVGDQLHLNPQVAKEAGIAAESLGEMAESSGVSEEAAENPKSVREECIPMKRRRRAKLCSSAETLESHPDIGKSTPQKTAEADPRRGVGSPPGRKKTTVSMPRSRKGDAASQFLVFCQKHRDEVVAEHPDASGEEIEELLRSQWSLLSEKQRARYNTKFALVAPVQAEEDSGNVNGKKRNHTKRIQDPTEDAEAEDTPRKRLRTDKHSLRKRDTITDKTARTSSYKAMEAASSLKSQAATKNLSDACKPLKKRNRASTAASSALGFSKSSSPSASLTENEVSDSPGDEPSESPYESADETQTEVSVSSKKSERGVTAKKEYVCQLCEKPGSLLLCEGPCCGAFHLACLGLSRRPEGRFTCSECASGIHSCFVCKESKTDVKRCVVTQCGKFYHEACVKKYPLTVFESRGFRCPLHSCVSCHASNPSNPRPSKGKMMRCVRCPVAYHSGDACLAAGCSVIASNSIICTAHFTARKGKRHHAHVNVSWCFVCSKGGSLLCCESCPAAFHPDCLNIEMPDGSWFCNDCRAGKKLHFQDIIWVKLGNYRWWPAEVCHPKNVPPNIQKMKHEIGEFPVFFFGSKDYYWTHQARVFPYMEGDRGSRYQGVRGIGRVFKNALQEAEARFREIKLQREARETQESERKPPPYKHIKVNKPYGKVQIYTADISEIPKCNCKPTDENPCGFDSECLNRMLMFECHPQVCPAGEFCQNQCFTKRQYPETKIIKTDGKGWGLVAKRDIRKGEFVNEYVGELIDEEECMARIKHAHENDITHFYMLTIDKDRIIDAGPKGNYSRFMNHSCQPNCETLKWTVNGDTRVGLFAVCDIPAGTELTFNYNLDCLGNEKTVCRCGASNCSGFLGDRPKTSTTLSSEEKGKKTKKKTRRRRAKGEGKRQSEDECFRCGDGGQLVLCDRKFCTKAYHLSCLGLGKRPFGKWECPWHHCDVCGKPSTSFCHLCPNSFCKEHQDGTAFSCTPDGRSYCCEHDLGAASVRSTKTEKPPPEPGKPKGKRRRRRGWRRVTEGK
# * hit, by the source's call. Not all compounds are listed; the hit share may differ from the screen's.
Structure	NSD2 block
C[C@H]1CN([C@@H](C)CO)C(=O)c2cc(NC(=O)Cn3cnnn3)ccc2O[C@@H]1CN(C)S(C)(=O)=O	1
O=C(Nc1ccc2c(c1)[C@H]1C[C@@H](CC(=O)N3CCc4ccccc4C3)O[C@H](CO)[C@H]1O2)C1CCC1	4
C[C@@H]1CCCCO[C@@H](CN(C)C(=O)Nc2ccc(C(F)(F)F)cc2)[C@@H](C)CN([C@@H](C)CO)C(=O)c2cc(NC(=O)C3CCCCC3)ccc2O1	0
C[C@H](CO)N1C[C@H](C)[C@@H](CN(C)Cc2ccncc2)Oc2c(NS(=O)(=O)c3cn(C)cn3)cccc2C1=O	0
C[C@H](CO)N1C[C@H](C)[C@H](CN(C)Cc2ccncc2)Oc2ccc(NS(C)(=O)=O)cc2CC1=O	2
C[C@@H]1CN([C@@H](C)CO)C(=O)c2cccc(NS(=O)(=O)c3ccccc3)c2O[C@@H]1CN(C)S(C)(=O)=O	0
C[C@H](CO)N1C[C@H](C)[C@@H](CN(C)Cc2cccnc2)Oc2ncc(-c3ccncc3)cc2C1=O	2
CS(=O)(=O)Nc1ccc2c(c1)[C@H]1C[C@@H](CC(=O)NCc3ccc(Cl)cc3)O[C@H](CO)[C@H]1O2	-4
COc1ccc(NC(=O)Nc2ccc3c(c2)C(=O)N([C@H](C)CO)C[C@H](C)[C@@H](CN(C)C(=O)NC2CCCCC2)OCCCC[C@@H](C)O3)cc1	0
C[C@H]1CN([C@@H](C)CO)C(=O)c2cccc(NC(=O)c3nc4ccccc4s3)c2O[C@H]1CN(C)Cc1ccc(-c2ccccc2)cc1	-2
C[C@@H]1CN([C@@H](C)CO)C(=O)Cc2cc(NC(=O)NC3CCCCC3)ccc2O[C@@H]1CN(C)C(=O)Nc1ccccc1	2
C[C@H]1CN([C@@H](C)CO)C(=O)Cc2cc(NC(=O)C3CCCCC3)ccc2O[C@H]1CN(C)S(=O)(=O)c1cn(C)cn1	2
Cc1noc(C)c1S(=O)(=O)Nc1ccc2c(c1)C(=O)N([C@@H](C)CO)C[C@H](C)[C@H](CN(C)S(=O)(=O)c1cn(C)cn1)O2	2
COc1cc(CO)cc(I)c1O[C@H]1C=C(C(=O)NCCO)C[C@@H](NC[C@@H]2CCCO2)[C@@H]1O	6
CC(C)NC(=O)Nc1ccc2c(c1)C(=O)N([C@@H](C)CO)C[C@@H](C)[C@H](CN(C)Cc1ccccc1)O2	4
NC(=S)c1cc(-c2ccccc2)c(C(F)(F)F)s1	-8
Cc1ccsc1/C=N/NC(=O)CCCCCCC(=O)O	0
CC(C)C[C@H]1C(=O)N2CCC[C@H]2[C@]2(O)O[C@](NC(=O)[C@@H]3C=C4c5cccc6[nH]c(Br)c(c56)C[C@H]4N(C)C3)(C(C)C)C(=O)N12	5
C[C@@H]1CCCCO[C@@H](CN(C)C(=O)Nc2ccc3c(c2)OCO3)[C@@H](C)CN([C@@H](C)CO)C(=O)c2cc(NC(=O)Nc3ccc(F)cc3)ccc2O1	1
CN1CCN(C(=O)C2=C[C@@H](C3CC3)C[C@@H](OCCCCO)O2)CC1	2

# As entered above.
# NSD2 block, O=C(Nc1ccc2c(c1)[C@H]1C[C@@H](CC(=O)N3CCc4ccccc4C3)O[C@H](CO)[C@H]1O2)C1CCC1 reads 4
# NSD2 block, C[C@@H]1CCCCO[C@@H](CN(C)C(=O)Nc2ccc(C(F)(F)F)cc2)[C@@H](C)CN([C@@H](C)CO)C(=O)c2cc(NC(=O)C3CCCCC3)ccc2O1 reads 0

# Carrying on:
Structure	NSD2 block
Cc1ccc(-c2ccc3c(c2)O[C@@H](CN(C)Cc2cccc(C(=O)O)c2)[C@H](C)CN([C@H](C)CO)S3(=O)=O)cc1	1
C[C@H]1CN([C@@H](C)CO)C(=O)c2cccc(NC(=O)c3cnccn3)c2O[C@@H]1CN(C)Cc1ccncc1	2
C[C@H](CO)N1C[C@H](C)[C@@H](CN(C)S(=O)(=O)c2cccs2)Oc2ccc(NS(C)(=O)=O)cc2CC1=O	3
C[C@@H]1CN([C@@H](C)CO)C(=O)c2cc(NS(C)(=O)=O)ccc2O[C@@H](C)CCCCO[C@H]1CN(C)C(=O)c1ccccc1	4
C[C@@H]1CN([C@H](C)CO)C(=O)CCCn2cc(nn2)CO[C@H]1CN(C)C(=O)NC1CCCCC1	-4
C[C@H]1CN([C@@H](C)CO)C(=O)c2cc(-c3ccc(F)cc3)cnc2O[C@@H]1CN(C)C(=O)Nc1ccccc1F	-8
COc1ccc(S(=O)(=O)Nc2ccc3c(c2)C(=O)N([C@H](C)CO)C[C@H](C)[C@H](CN(C)C(=O)Nc2cccc4ccccc24)O3)cc1	-1
CCCNC(=O)N(C)C[C@@H]1Oc2cc(Br)ccc2S(=O)(=O)N([C@H](C)CO)C[C@@H]1C	-2
C[C@@H]1CN([C@@H](C)CO)S(=O)(=O)c2ccc(-c3ccc(C(=O)N(C)C)cc3)cc2O[C@@H]1CN(C)C(=O)C1CCC1	-5
COc1ccc(-c2csc(N3N=C(C)C(C(c4ccc(Cl)cc4)C(C#N)C(N)=O)C3=O)n2)cc1 (stereo unspecified)	-8
C[C@@H]1CN([C@@H](C)CO)C(=O)Cc2cc(NC(=O)CCN3CCOCC3)ccc2O[C@@H]1CN(C)C(=O)Nc1ccc(C(F)(F)F)cc1	2
C[C@H](CO)N1C[C@H](C)[C@H](CN(C)Cc2ccc(-c3ccccc3)cc2)Oc2ccc(NC(=O)CCCN(C)C)cc2C1=O	13
COc1ccc(NC(=O)Nc2ccc3c(c2)C(=O)N([C@H](C)CO)C[C@@H](C)[C@@H](CN(C)Cc2ccc4c(c2)OCO4)OCCCC[C@@H](C)O3)cc1	3
COc1cccc(/C=N/c2c(-c3ccccc3)c(C(F)(F)F)nn2C)c1OC	-3
C[C@@H]1CN([C@H](C)CO)C(=O)c2cc(C#CC3CC3)cnc2O[C@H]1CN(C)C(=O)Nc1ccc(F)cc1	-2
COc1ccc(CN(C)C[C@@H]2Oc3ccc(NC(=O)Nc4ccc(F)cc4)cc3C(=O)N([C@H](C)CO)C[C@H]2C)cc1	4
CC(C)CC#Cc1ccc2c(c1)O[C@H](CN(C)Cc1ccc(F)cc1)[C@@H](C)CN([C@H](C)CO)S2(=O)=O	-1
COCC#Cc1ccc2c(c1)O[C@H](CN(C)C(=O)Nc1ccc(OC)cc1)[C@@H](C)CN([C@@H](C)CO)S2(=O)=O	3
C[C@@H]1CN([C@H](C)CO)C(=O)c2cccc(NC(=O)C3CCCCC3)c2O[C@@H]1CN(C)CC1CCCCC1	-3
COc1ccccc1NC(=O)N[C@H]1C=C[C@H](CC(=O)N[C@@H](C)c2ccccc2)O[C@@H]1CO	1
C[C@@H]1CN([C@@H](C)CO)C(=O)c2cccc(NC(=O)Nc3ccccc3)c2O[C@@H]1CN(C)C(=O)Nc1ccc2c(c1)OCO2	2
C[C@@H]1CN([C@@H](C)CO)C(=O)c2cc(NC(=O)Nc3ccccc3)ccc2O[C@@H]1CN(C)Cc1ccc(Oc2ccccc2)cc1	-10
COc1ccc(-c2cnc3c(c2)C(=O)N([C@@H](C)CO)C[C@H](C)[C@@H](CN(C)C(=O)CN(C)C)O3)cc1	8
Cc1ccc(S(=O)(=O)Nc2ccc3c(c2)C(=O)N([C@@H](C)CO)C[C@H](C)[C@H](CN(C)CC2CCCCC2)OCCCC[C@@H](C)O3)cc1	3
COc1ccccc1-c1cnc2c(c1)C(=O)N([C@H](C)CO)C[C@H](C)[C@H](CN(C)Cc1cccnc1)O2	2
C[C@H](CO)N1C[C@H](C)[C@H](CN(C)Cc2ccc(-c3ccccc3)cc2)Oc2ncc(C#CCN(C)C)cc2C1=O	5
Cc1ccc(S(=O)(=O)N(C)C[C@@H]2Oc3cc(-c4cccc(F)c4)ccc3S(=O)(=O)N([C@H](C)CO)C[C@H]2C)cc1	2
NC(=O)[C@@H]1[C@H]2C(=O)O[C@H](c3ccccc3)[C@H](c3ccccc3)N2[C@H](c2ccc(O)cc2)[C@@]12C(=O)Nc1ccc(C#CC3(O)CCCCCC3)cc12	-7
CC1CCC2(CC1)Oc1ccccc1C1CC(c3ccco3)=NN12 (stereo unspecified)	0
Cc1noc(C)c1NC(=O)Nc1ccc2c(c1)C(=O)N([C@@H](C)CO)C[C@@H](C)[C@H](CN(C)Cc1ccc(Cl)c(Cl)c1)OCCCC[C@H](C)O2	-4
O=C(C[C@@H]1C=C[C@@H](NC(=O)Nc2cc(F)ccc2F)[C@@H](CO)O1)NCCCN1CCOCC1	4
CCC(=O)N(C)C[C@H]1Oc2ncc(-c3ccc(C(=O)N(C)C)cc3)cc2C(=O)N([C@H](C)CO)C[C@H]1C	-2
C/C=C/c1ccc2c(c1)O[C@@H](CN(C)C(=O)NCCC)[C@H](C)CN([C@H](C)CO)S2(=O)=O	-7
C[C@H]1CN([C@@H](C)CO)C(=O)c2cc(NC(=O)CCN3CCOCC3)ccc2O[C@H]1CN(C)Cc1ccc(Oc2ccccc2)cc1	0
Cc1ccc(-c2cnc3c(c2)C(=O)N([C@H](C)CO)C[C@H](C)[C@@H](CN(C)S(C)(=O)=O)O3)cc1	5
COc1ccc(NC(=O)Nc2ccc3c(c2)CC(=O)N([C@H](C)CO)C[C@H](C)[C@H](CN(C)S(=O)(=O)c2ccccc2)O3)cc1	4
Cc1ccc(S(=O)(=O)Nc2ccc3c(c2)CC(=O)N([C@H](C)CO)C[C@H](C)[C@H](CN(C)C(=O)Nc2ccc(C(F)(F)F)cc2)O3)cc1	-2
O=C(NO)c1cccc(C(=O)N/N=C/c2cc(O)ccc2[N+](=O)[O-])c1	4
COc1ccc(S(=O)(=O)Nc2ccc3c(c2)CC(=O)N([C@H](C)CO)C[C@H](C)[C@H](CN(C)Cc2ccc(C(=O)Nc4ccccc4N)cc2)O3)cc1	-36
COC(=O)CCCCCCC(=O)N/N=C/[C@H](O)[C@@H](O)[C@H](O)[C@H](O)CO	4

# Retrieved by compound from the list above (7):
Structure	NSD2 block
C[C@@H]1CN([C@@H](C)CO)C(=O)Cc2cc(NC(=O)NC3CCCCC3)ccc2O[C@@H]1CN(C)C(=O)Nc1ccccc1	2
C[C@@H]1CN([C@@H](C)CO)C(=O)c2cccc(NS(=O)(=O)c3ccccc3)c2O[C@@H]1CN(C)S(C)(=O)=O	0
C[C@H]1CN([C@@H](C)CO)C(=O)c2cc(-c3ccc(F)cc3)cnc2O[C@@H]1CN(C)C(=O)Nc1ccccc1F	-8
C[C@H]1CN([C@@H](C)CO)C(=O)c2cc(NC(=O)Cn3cnnn3)ccc2O[C@@H]1CN(C)S(C)(=O)=O	1
C[C@@H]1CN([C@H](C)CO)C(=O)c2cc(C#CC3CC3)cnc2O[C@H]1CN(C)C(=O)Nc1ccc(F)cc1	-2
COC(=O)CCCCCCC(=O)N/N=C/[C@H](O)[C@@H](O)[C@H](O)[C@H](O)CO	4
O=C(Nc1ccc2c(c1)[C@H]1C[C@@H](CC(=O)N3CCc4ccccc4C3)O[C@H](CO)[C@H]1O2)C1CCC1	4

# Next part
Structure	NSD2 block
COc1ccc(/C=N/NC(=O)CCCCCCC(=O)Nc2ccccc2O)c(OC)c1	-1
O=C(C[C@H]1CC[C@H](NC(=O)CCN2CCCCC2)[C@@H](CO)O1)Nc1nccs1	3
C[C@@H]1CN([C@H](C)CO)S(=O)(=O)c2ccc(C#CC3(O)CCCC3)cc2O[C@H]1CN(C)C(=O)c1ccccc1	-3
CCC(=O)N(C)C[C@H]1Oc2cc(-c3cccc(OC)c3)ccc2S(=O)(=O)N([C@H](C)CO)C[C@@H]1C	5
COc1ccc(NC(=O)Nc2ccc3c(c2)C(=O)N([C@H](C)CO)C[C@H](C)[C@H](CN(C)Cc2ccc(C(F)(F)F)cc2)O3)cc1	-5
C[C@H]1CN([C@@H](C)CO)S(=O)(=O)c2ccc(-c3cccnc3)cc2O[C@H]1CN(C)Cc1ccccn1	4
O=C(O)C1C2C=CC(C2)C1C(=O)N1CCc2c([nH]c3ccccc23)C1C(F)(F)F (stereo unspecified)	-3
C[C@@H]1CCCCO[C@@H](CN(C)C)[C@H](C)CN([C@H](C)CO)C(=O)c2cc(NC(=O)Nc3ccc(F)cc3)ccc2O1	-12
C[C@H](CO)N1C[C@H](C)[C@@H](CN(C)CC2CC2)Oc2c(NC(=O)CCCCCC(=O)Nc3ccccc3N)cccc2C1=O	1
O=C(c1ccc(F)cc1)C1CCN(CCn2c(=S)[nH]c3ccccc3c2=O)CC1	-4
Cc1ccc(S(=O)(=O)Nc2ccc3c(c2)CC(=O)N([C@@H](C)CO)C[C@@H](C)[C@H](CN(C)C(=O)Nc2ccc(C(F)(F)F)cc2)O3)cc1	-6
C[C@@H]1CN([C@@H](C)CO)C(=O)Cc2cc(NS(=O)(=O)c3cn(C)cn3)ccc2O[C@H]1CN(C)CC1CC1	1
COc1ccc(S(=O)(=O)Nc2ccc3c(c2)CC(=O)N([C@@H](C)CO)C[C@H](C)[C@@H](CN(C)Cc2ccccc2)O3)cc1	-3
C[C@@H]1CN([C@H](C)CO)C(=O)c2cccc(NC(=O)CCCCCC(=O)Nc3ccccc3N)c2O[C@H]1CN(C)CC1CCCCC1	-1
Cc1cccc(N(C)S(=O)(=O)c2ccc3c(c2)CCC(=O)N3)c1	0
Cc1noc(C)c1S(=O)(=O)N(C)C[C@@H]1Oc2ccc(NC(=O)CCC(F)(F)F)cc2CC(=O)N([C@H](C)CO)C[C@@H]1C	7
CC(C)NC(=O)N(C)C[C@@H]1Oc2ccc(NC(=O)Cc3ccccc3)cc2CC(=O)N([C@H](C)CO)C[C@H]1C	0
C[C@H](CO)N1C[C@H](C)[C@@H](CN(C)C(=O)Nc2ccc(F)cc2)OCc2cn(nn2)CCCC1=O	7
CC(=O)N(C)C[C@@H]1Oc2ncc(C#CCC3CCCC3)cc2C(=O)N([C@H](C)CO)C[C@H]1C	4
O=C(CCCCCC(=O)Nc1ccccc1O)N/N=C/c1cc(Br)cc([N+](=O)[O-])c1O	5
Cc1noc(C)c1NC(=O)Nc1ccc2c(c1)CC(=O)N([C@H](C)CO)C[C@H](C)[C@H](CN(C)S(=O)(=O)c1ccccc1)O2	0
Cc1noc(C)c1S(=O)(=O)N(C)C[C@H]1Oc2ccc(NC(=O)CCN3CCOCC3)cc2CC(=O)N([C@@H](C)CO)C[C@H]1C	2
